14-3-3g Raf – 14-3-3 gamma protein interaction modulation; FP, 14-3-3gamma / TMR-pS259-Raf peptide binding; inhibition, % at 40 µM; actives 0.19% (n = 160,000); AID 422; in the data active = inhibition above about 30%;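 also: 0% = protein plus tracer without compound and 100% = blank with tracer alone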
Target sequence (P61981 whole entry, looked up): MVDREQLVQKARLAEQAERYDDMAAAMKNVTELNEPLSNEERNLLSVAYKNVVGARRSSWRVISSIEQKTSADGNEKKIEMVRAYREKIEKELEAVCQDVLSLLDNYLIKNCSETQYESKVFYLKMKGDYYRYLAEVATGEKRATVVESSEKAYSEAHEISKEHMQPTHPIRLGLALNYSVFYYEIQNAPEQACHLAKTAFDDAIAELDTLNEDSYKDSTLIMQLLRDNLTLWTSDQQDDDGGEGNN
Starred values were filed as active, the others as inactive; & = joins results of further samples. The list is partial; the hit share may differ from the screen's.

SMILES | 14-3-3g Raf
Cc1nc2ccccn2c1-c1csc(Nc2ccccn2)n1 | -3.1
Cc1cccc(C(=O)N2CCN(C(=O)c3cccc(C)c3)C(C)C2)c1 (configuration not stated) | -2.6
COc1ccccc1C(=O)N(Cc1ccco1)C1CCS(=O)(=O)C1 (configuration not stated) | -12.7
O=C(NC1CCCCC1)c1ccc(Cn2c(=O)[nH]c3ccccc3c2=O)cc1 | 2.5
Cc1cccc(-n2ncc3c(NC4CCCCCC4)ncnc32)c1 | -4.3
NC(=S)CN1CCOC1=O | -2.5
CC(C)(Oc1ccc(Cl)cc1)C(=O)N1CCC(C(N)=O)CC1 | -5.2
O=C(NCCc1ccc(Cl)cc1)c1ccc(NC(=O)C2CCCO2)cc1 (configuration not stated) | -12.2
COc1ccc(Cl)cc1NC(=O)c1ccc(N2C(=O)C3CCCCC3C2=O)cc1 (configuration not stated) | -0.8
Cc1nnc(N(Cc2ccccc2)C(=O)c2cnccn2)s1 | 0.4
CCc1c(C)c(C#N)c2nc3ccccc3n2c1N1CCCCC1 | -69.9
CCOC(=O)c1cnc(-n2cc(C)cn2)nc1Nc1ccccc1OC | -105.0
Cc1nc(N2CCN(c3ccccc3)CC2)[nH]c(=O)c1Cc1ccccc1 | -2.2
Cc1cccc(CC(=O)Nc2cc(C)c3c(=O)oc4ccccc4c3n2)c1 | -36.2
Cn1cccc1Cc1nnc(SCC(=O)NCCc2ccccc2)n1-c1ccc(F)cc1 | -3.7
NC(=O)C1CCN(C(=O)c2ccc3c(=O)n(Cc4ccccc4Cl)c(=S)[nH]c3c2)CC1 | 3.7
COc1ccc(NC(=O)CCN2C(=O)C3CC=C(Cl)CC3C2=O)cc1 (configuration not stated) | -2.9
CCCCNC(=O)C1CC(=O)N(c2ccc(OC)cc2)C1c1ccc(OC)cc1 (configuration not stated) | -8.6
CCN(CC)CCN(C)c1ccc(N2C(=O)C3CCCCC3C2=O)cc1[N+](=O)[O-] (configuration not stated) | -2.8
COc1ccc(C2/C(=C(\O)c3ccc(C)cc3)C(=O)C(=O)N2CC(C)O)cc1OC (configuration not stated) | -8.2
Cc1c(C(=O)NCCc2ccccc2)oc2ccc(S(=O)(=O)N3CCOCC3)cc12 | 1.9
NC(=O)CCN(Cc1ccccc1)S(=O)(=O)c1ccccc1 | 0.0
Cc1cccnc1NC(=O)Cn1cnc2sc3c(c2c1=O)CCCC3 | 4.7
COc1ccccc1OCc1ccc(C(=O)N2CCN(C(=O)c3ccco3)CC2)cc1 | -8.3&-1.5
CCOc1cc(C2C(C(=O)OC(C)C)=C(C)NC3=C2C(=O)CCC3)cc(Br)c1O (configuration not stated) | 7.7
Cc1ccc(C)c(NC(=O)CCN2C(=O)C3C4C=CC(C4)C3C2=O)c1 (configuration not stated) | 0.2
O=C(O)COc1ccc(Br)cc1C1C2=C(CCCC2=O)OC2=C1C(=O)CCC2 | -7.3
Cc1cc(C)n(-c2nnc(C)n2/N=C/c2ccco2)n1 | 1.2
COC(=O)c1ccc(SCC(=O)NC2CCCCCC2)c([N+](=O)[O-])c1 | -2.9
C=CCN1C(=O)CC(C(=O)Nc2ccc(OC)cc2)SC1=Nc1ccc(Cl)cc1 (configuration not stated) | -1.7

Continued, starting with the last 2 of the part before.
SMILES | 14-3-3g Raf
COC(=O)c1ccc(SCC(=O)NC2CCCCCC2)c([N+](=O)[O-])c1 | -2.9
C=CCN1C(=O)CC(C(=O)Nc2ccc(OC)cc2)SC1=Nc1ccc(Cl)cc1 (configuration not stated) | -1.7
O=C(O)c1cn(-c2cccc(C(F)(F)F)c2)c(=O)c2ccccc12 | 0.7
O=C(NCc1ccccc1)c1cccc(-n2c(=S)[nH]c3cc(Cl)ccc3c2=O)c1 | -4.5
Cc1ccc(CNC(=O)CCCn2c(=O)c3ccccc3n(Cc3ccc(Cl)cc3)c2=O)cc1 | -2.3
COc1ccc(N(C)S(=O)(=O)c2ccc3c(c2)CCN3C(C)=O)c(OC)c1 | -4.2
CCn1c(=O)c(C(=O)NCc2ccccc2)c(O)c2ccccc21 | -2.1
COc1ccc(OC)c(C2C(C#N)=C(N)Oc3cc(N)ccc32)c1 (configuration not stated) | -2.6
CCOc1ccc(N2CC(C(=O)NCCc3ccccc3)CC2=O)cc1 (configuration not stated) | 0.6
Cc1cccn2c(=O)c3cc(C(=O)NC(C)C)sc3nc12 | 3.7
CC(C)OCCCNC(=O)c1ccc2c(c1)NC(=O)C(N1CCCC1)S2 (configuration not stated) | -2.0
CC(C)OCCCNC(=O)c1cc(Sc2ccc(F)cc2)nc2ccccc12 | 1.5
O=C(Nc1cccc(OC(=O)c2cccs2)c1)c1cccs1 | -15.7
Cc1ccc(N2C(=O)CC(NCc3ccccc3F)C2=O)cc1 (configuration not stated) | -1.8
Cc1nc(N(C)c2ccc(C(C)C)cc2)c2c(C)c(C(=O)NCC3CCCO3)sc2n1 (configuration not stated) | -8.6
CCOC(=O)c1ccc2c(c1[N+](=O)[O-])C(=O)c1ccccc1C2=O | -8.2
O=C(c1sc2ccccc2c1Cl)N(Cc1ccco1)C1CCS(=O)(=O)C1 (configuration not stated) | -1.7
CCS(=O)(=O)N1CCC(C(=O)Nc2ccc(C)cc2)CC1 | 3.4
O=C(O)c1cccc(NC(=O)c2ccc(Br)cc2)c1 | 0.9
COc1ccc(C(=O)N=c2sc3cc(F)ccc3n2C)cc1OC | 1.6
N#CC(C(=O)NCCc1ccccc1)c1nc2ccccc2nc1N1CCOCC1 (configuration not stated) | 5.2
COc1ccc(CNC(=O)c2cc(-c3ccc(Cl)cc3)on2)cc1 | -2.0
Cc1ccc(C2OC3(C(=O)c4ccccc4C3=O)C3C(=O)N(c4ccccc4Br)C(=O)C23)cc1 (configuration not stated) | -10.2
O=C(CCn1nc(-c2ccccc2)ccc1=O)NCCCN1CCCCC1 | -2.8
O=c1c2c3c(sc2n2c(=S)[nH]nc2n1Cc1ccccc1)CCC3 | -0.3
O=C(CCCn1c(=S)[nH]c2ccccc2c1=O)N1CC=C(c2ccccc2)CC1 | 0.6
CCOC(=O)c1nn(-c2ccccc2)c(=O)c2c(NC(=O)CC(C)C)scc12 | -9.9
COc1ccc(CNC(=O)C2c3cc(OC)c(OC)cc3C(=O)N(C)C2c2ccccc2F)c(OC)c1 (configuration not stated) | -2.2
Cc1ccc2oc(=O)c3cnn(CC(=O)N4CCc5ccccc5C4)c3c2c1 | 6.7
COC(=O)c1ccc(C2/C(=C(\O)c3ccccc3)C(=O)C(=O)N2CCO)cc1 (configuration not stated) | 8.0
Cc1c(C(C)O)nnn1-c1nonc1N (configuration not stated) | 0.0
O=C(CSc1nnc(-c2ccccc2Cl)o1)Nc1nccs1 | -8.9

Taken from the entries so far, 2 compounds:
SMILES | 14-3-3g Raf
Cc1nc2ccccn2c1-c1csc(Nc2ccccn2)n1 | -3.1
Cc1cccc(C(=O)N2CCN(C(=O)c3cccc(C)c3)C(C)C2)c1 (configuration not stated) | -2.6

Later entries.
SMILES | 14-3-3g Raf
O=C(Nc1c(F)cc(F)cc1Br)c1cc(-c2ccc(O)cc2)on1 | 2.2
O=C(Cn1c2ccccc2n2nc(-c3ccccc3)nc12)c1ccc(Cl)cc1 | -4.8
COc1cc(OC)c(OC)cc1CNC1CCCCCC1 | -12.8
COc1ccccc1-c1cc(C(=O)Nc2ccc(C)cc2)no1 | 1.3
O=C(Cn1c(=S)[nH]c2ccccc2c1=O)NCc1ccco1 | -12.8
O=C(Cn1ccc2ccccc2c1=O)NCC(=O)N1CCN(c2ccccc2)CC1 | -7.9
COc1ccc(CN2CCN(Cc3cc(OC)c(OC)c(OC)c3)CC2)cc1Br | 7.7
CC(C)(C)C1=Nn2c(nnc2C2CCCCC2)SC1 | -1.4
O=C(Cc1ccccc1)N1CCN(c2ccccn2)CC1 | 0.1
C=CCSc1nc2c(c(=O)n1C1CCOC(C)(C)C1)C1(CCCC1)Cc1ccccc1-2 (configuration not stated) | -8.9
O=C(Nc1ccc(-c2nc3ccccc3o2)cc1)c1ccc(Cl)cc1 | -45.0
Cc1ccc(CSC2=NCCN2C(=O)C2CC2)cc1 | -2.4
O=C(c1cc2nc(-c3cccs3)cc(C(F)(F)F)n2n1)N1CCN(c2ccccc2)CC1 | -7.2
CCCCCCOC(=O)c1ccc2c3c(onc13)-c1ccccc1C2=O | -201.2
Cc1nc2cc(C(=O)O)ccc2s1 | -6.7
C(=N\n1cnnc1)/c1ccc(-c2ccccc2)cc1 | -5.0
Nc1nonc1C(=O)NCCNC(=O)c1ccccc1F | -2.1
CCCCNS(=O)(=O)c1ccc(NC(=O)c2c(-c3ccccc3)noc2C)cc1 | 0.0
CCCNC(=O)c1ccc(S(=O)(=O)c2ccc(OC)cc2)c([N+](=O)[O-])c1 | -5.0
COc1ccc(C2C(C(=O)Nc3ccc(C)c(F)c3)c3ccccc3C(=O)N2C)cc1 (configuration not stated) | 4.7
CCOC(=O)c1c(C)oc2c1c1c(c3ccccc32)OCN(CCC2=CCCCC2)C1 | 1.8
O=C(O)C1(P(=O)(c2ccccc2)c2ccccc2)CCC1 | -4.7
COc1ccc(N(C)S(=O)(=O)c2ccc3c(c2)c(=O)n(C)c(=O)n3C)cc1 | -9.8
CSc1sc(C)cc1C1C(C(=O)Nc2ccccn2)=C(C)NC2=C1C(=O)CC(C)(C)C2 (configuration not stated) | 2.6
CCCNC(=O)c1cnn2c(C)c(Cc3ccccc3Cl)c(C)nc12 | -5.2
Cc1ccc2oc(=O)c3cnn(CC(=O)NC4CCN(Cc5ccccc5)CC4)c3c2c1 | -2.4
CCOC(=O)c1ccc2nc(NC(C)=O)sc2c1 | -0.7
COc1cccc2cc(-c3nc4ccccc4s3)c(=O)oc12 | -37.2
Cc1nn(Cc2ccc(Cl)cc2)c(C)c1NC(=O)c1cc(-c2ccco2)on1 | -30.8&-93.5
Cc1ccc(C(Nc2ccccn2)c2ccc3ccc(C)nc3c2O)cc1 (configuration not stated) | -2.5
O=C1CSC(=Nc2ccccc2)N1Cc1ccccc1 | -2.7
COc1ccc2nc3oc(C(=O)Nc4cccc(SC)c4)cc3cc2c1 | 9.6
Cc1ccc(CN2C(=O)c3ccccc3C2C(=O)NCCCN2CCCC(C)C2)cc1 (configuration not stated) | 4.7
CS(=O)(=O)n1c(SCC(=O)c2ccc(Cl)cc2)nc2ccccc21 | -3.1
O=C(c1cc(-c2cccnc2)nc2ccc(Br)cc12)N1CCN(c2ncccn2)CC1 | -4.2
CCCCOC(=O)Nc1ccccc1C(N)=O | -2.7
Nc1nnc(SCc2ccccc2F)n1-c1ccccc1 | 0.7
CC(CC(=O)c1cccs1)CC(=O)c1cccs1 | -0.4
CCN(CC)C(=O)c1c[nH]c2ccc(S(=O)(=O)N(C)c3ccc(F)cc3)cc2c1=O | -6.2
CCCOc1ccc(C2C(C(=O)OCC(C)C)=C(C)N=C3SCCC(=O)N32)cc1 (configuration not stated) | 3.3
COC(=O)c1[nH]c2ccccc2c1NC(=O)CN1CCCc2ccccc21 | -20.4
O=C(O)C(Cc1ccccc1)NS(=O)(=O)c1cccs1 (configuration not stated) | -4.6
CCC1CCCCN1Cc1ccc(CNS(=O)(=O)c2ccc3c(c2)oc(=O)n3C)o1 (configuration not stated) | -5.3
Cc1nc2sc(C(c3ccccc3)N3CCN(c4ccccc4F)CC3)c(O)n2n1 (configuration not stated) | 2.4
O=C(Nc1ccccc1)c1ccc(Br)c(S(=O)(=O)Nc2ccc(Br)cc2)c1 | -8.2
Cc1cc(C)n2nc(SCc3ccc(Cl)cc3)nc2n1 | -11.1
C=CCSc1nc2ccccc2n1C(=O)c1ccc(OC)cc1 | -0.1
Cc1ccc(NC(=O)CCn2cnc3ccccc3c2=O)cc1Cl | -8.4
CC1CN(Cc2cc(O)c(CN3CC(C)OC(C)C3)cc2O)CC(C)O1 (configuration not stated) | 4.7
COc1ccc(OC)c2[nH]c(=O)c(CCNS(=O)(=O)c3ccc(F)cc3)cc12 | -2.8
Cc1ccc(S(=O)(=O)N2Cc3ccccc3C2)cc1 | 6.5
O=C(c1ccc(Br)o1)N1CCN=C1SCc1ccc([N+](=O)[O-])cc1 | -5.7
CN(c1cccc(NC(=O)CN2C(=O)c3ccccc3S2(=O)=O)c1)S(C)(=O)=O | -0.6
O=C1c2ccccc2C(=O)c2c1ccc(C(=O)N1CCOCC1)c2[N+](=O)[O-] | 24.0
O=C(Nc1ncccc1Cl)c1cccc(F)c1 | -2.9
CCOC(=O)CSc1nnc(CNC(=O)c2ccc(OC)cc2OC)n1-c1ccc(OC)cc1 | -3.2
CCOC(=O)c1[nH]c2ccccc2c1NC(=O)Cc1cccc2ccccc12 | -6.2
Cc1cc(C(=O)c2cccs2)c(N)s1 | -58.2
COc1ccc(-n2nc3c(c2NC(=O)c2cccc(C(F)(F)F)c2)CS(=O)(=O)C3)cc1 | 5.2
CCOC(=O)C1CCN(C(=O)c2cn(CCOC)c(=O)c3c2c2ccccc2n3C)CC1 | -3.1

Remaining list, next part
SMILES | 14-3-3g Raf
COc1cc(OC)c(C2C(C(=O)OC3CCCC3)=C(C)NC3=C2C(=O)CC(c2cccs2)C3)cc1OC (configuration not stated) | 2.2
Cc1ccc(C(=O)C2=C(O)C(=O)N(c3ncccn3)C2c2cccc(Cl)c2)o1 (configuration not stated) | -13.2
CC1CCC(COC(=O)CN2CCCCC2)C(C)C1 (configuration not stated) | 1.2
CCC(Cc1ccccc1)NS(=O)(=O)c1ccc(F)c(C(=O)Nc2c(C)cc(C)cc2C)c1 (configuration not stated) | -2.6
CC1(C)Cc2noc(N)c2C(C)(C)N1OC(=O)c1cccs1 | -7.8
O=C(C1CCC(CNc2c(N3CCCCC3)c(=O)c2=O)CC1)N1CCCCC1 (configuration not stated) | -0.6

Pulled by structure from above:
SMILES | 14-3-3g Raf
CCC(Cc1ccccc1)NS(=O)(=O)c1ccc(F)c(C(=O)Nc2c(C)cc(C)cc2C)c1 (configuration not stated) | -2.6
CC1(C)Cc2noc(N)c2C(C)(C)N1OC(=O)c1cccs1 | -7.8
O=C(C1CCC(CNc2c(N3CCCCC3)c(=O)c2=O)CC1)N1CCCCC1 (configuration not stated) | -0.6
